MazEF act – activators of E. coli MazEF toxin-antitoxin RNase; FAM/BHQ RNA-DNA oligo cleavage fluorescence, 5 h; actives 0.32% (n = 350,000); P0AE70; activation, % at 20 µM; in the data active = activation above about 50%
Target sequence (P0AE70 whole entry, looked up): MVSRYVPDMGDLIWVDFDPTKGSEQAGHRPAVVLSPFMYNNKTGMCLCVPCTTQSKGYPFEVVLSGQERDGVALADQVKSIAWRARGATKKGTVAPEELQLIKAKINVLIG
BoNT F protease – inhibitors of Botulinum neurotoxin F light chain protease | Multiplex microsphere protease cleavage assay, flow cytometry | inhibition, % at 10 µM | actives 0.22% (n = 360,000); in the data active = inhibition above about 35%, passing the limit was not always enough; inconclusive = no clear call, values can overlap the other calls; note: plate controls were buffer without enzyme for full effect and enzyme alone for no effect
Mtb FBA inh – inhibitors of M. tuberculosis fructose-bisphosphate aldolase; P9WQA3; purified M. tuberculosis FBA, fluorescence read-out; inhibition, % at 1 µM; actives 2.3% (n = 360,000); AID 588726; in the data active = inhibition above about 27%;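 note: 0% = vehicle and 100% = reference inhibitor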
Target sequence (P9WQA3 whole entry, looked up): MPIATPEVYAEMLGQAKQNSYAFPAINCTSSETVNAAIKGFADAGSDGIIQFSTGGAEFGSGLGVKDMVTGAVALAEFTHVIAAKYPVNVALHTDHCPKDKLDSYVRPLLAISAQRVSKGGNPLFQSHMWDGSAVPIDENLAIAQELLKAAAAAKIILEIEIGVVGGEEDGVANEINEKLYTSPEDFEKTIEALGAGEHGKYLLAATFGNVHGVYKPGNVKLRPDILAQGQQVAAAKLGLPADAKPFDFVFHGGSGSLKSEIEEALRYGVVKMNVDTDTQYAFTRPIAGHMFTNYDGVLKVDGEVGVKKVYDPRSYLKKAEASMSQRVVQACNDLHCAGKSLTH
FadD28 binding – M. tuberculosis FadD28 bisubstrate binding inhibition | FadD28 bisubstrate probe binding, fluorescence polarization | AID 588549 | inhibition, % at 12.5 µM | actives 0.22% (n = 360,000); in the data active = inhibition above about 8.5%, passing the limit was not always enough; inconclusive = no clear call, values can overlap the other calls
PrPC surface inh – cell surface PrPC inhibition, primary TR-FRET screen. inhibition, % at 13.8 µM. P04156. TR-FRET read-out. actives 0.43% (n = 370,000). AID 720596; in the data active = inhibition above about 24%; note: 0% = median of the test wells and 100% = reference compound wells
Rv3671c inh – inhibits the M. tuberculosis serine protease Rv3671c | P9WHR9 | inhibition, % at 5.96 µM | actives 0.048% (n = 320,000); in the data active = inhibition above about 38%;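 note: extracellular domain of Rv3671c used as enzyme; 0% = enzyme with DMSO and 100% = no enzyme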
Target sequence (P9WHR9 whole entry, looked up, the tested form may be a part): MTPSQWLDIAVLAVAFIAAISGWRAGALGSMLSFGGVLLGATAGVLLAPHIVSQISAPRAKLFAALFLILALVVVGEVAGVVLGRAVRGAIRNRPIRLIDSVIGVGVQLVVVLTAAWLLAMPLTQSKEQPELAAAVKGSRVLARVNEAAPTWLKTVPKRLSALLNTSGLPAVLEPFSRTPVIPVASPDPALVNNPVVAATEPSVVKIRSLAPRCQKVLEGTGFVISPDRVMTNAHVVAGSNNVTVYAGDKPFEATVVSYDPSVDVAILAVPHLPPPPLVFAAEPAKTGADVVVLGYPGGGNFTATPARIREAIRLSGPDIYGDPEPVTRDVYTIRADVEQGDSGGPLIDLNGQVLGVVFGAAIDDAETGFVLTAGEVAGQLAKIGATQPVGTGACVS
GDH-TPI counter – inhibits GDH-TPI coupling enzymes, artifact for Mtb FBA screen | GDH-TPI coupled enzyme counterscreen, NADH absorbance | AID 588335 | actives 1.2% (n = 360,000) | inhibition, % at 4.8 µM; in the data active = inhibition above about 30%;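 note: 0% = DMSO wells and 100% = wells lacking the enzyme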
Mtb BioA inh – BioA (M. tuberculosis) enzyme inhibition; actives 0.096% (n = 360,000); AID 602481; purified M. tuberculosis BioA enzyme, plate reader; inhibition, % at 9.99 µM; in the data active = inhibition above about 40%; inconclusive = no clear call, values can overlap the other calls
Mtb UGM inh – blocks M. tuberculosis UGM enzyme; purified UGM, fluorescence polarization probe displacement; actives 0.06% (n = 320,000); P9WIQ1; inhibition, % at 10 µM; in the data active = inhibition above about 10%, passing the limit was not always enough; inconclusive = no clear call, values can overlap the other calls
* marks the source's active call; other numbers are inactive results.

For O=C(COC(=O)c1cc[n+]([O-])cc1)Nc1cccc(F)c1 the results were MazEF act -10, BoNT F protease -8, Mtb FBA inh 3, FadD28 binding -0.1, PrPC surface inh 5, Rv3671c inh -8, GDH-TPI counter 6, Mtb BioA inh -2.2 and Mtb UGM inh -1.2.
Screening O=S(N1CCCCCC1)C12CC3CC(CC(C3)C1)C2 (stereo unspecified) returned MazEF act 4, BoNT F protease 0, Mtb FBA inh 5, FadD28 binding -0.7, PrPC surface inh 3, Rv3671c inh -11, GDH-TPI counter 7, Mtb BioA inh 0.7 and Mtb UGM inh 0.2.
COc1ccc(/C=C/C(=O)NCCN2CCOCC2)cc1OC was read as MazEF act 4, BoNT F protease 2, Mtb FBA inh 10, FadD28 binding -1.0, PrPC surface inh 5, Rv3671c inh -1, GDH-TPI counter 1 and Mtb UGM inh -1.6.
CCOC(=O)C1(C)CCN1C(=O)c1ccc(C#N)cc1 (stereo unspecified) was read as BoNT F protease -4, Mtb FBA inh 1, FadD28 binding -0.8, PrPC surface inh -7, GDH-TPI counter 5 and Mtb BioA inh -0.3.
CN(C)c1ccc(C=NNc2nc3c([nH]2)c(=O)n(C)c(=O)n3C)cc1 was read as MazEF act 12, BoNT F protease -6, Mtb FBA inh 15, FadD28 binding -1.3, PrPC surface inh -1, GDH-TPI counter 47* and Mtb BioA inh -0.5.
For CN(C(=O)Oc1ccc(Cl)c2cccnc12)c1ccccc1 the results were MazEF act -3, BoNT F protease 12, Mtb FBA inh 1, FadD28 binding -3.2, PrPC surface inh -7, Rv3671c inh 7, GDH-TPI counter 6, Mtb BioA inh -0.3 and Mtb UGM inh -0.5.
Screening CC1CN(C(=O)COC(=O)c2cccs2)CC(C)O1 (stereo unspecified) returned MazEF act 6, BoNT F protease -5, Mtb FBA inh 0, FadD28 binding -2.0, PrPC surface inh -2, Rv3671c inh 7, GDH-TPI counter 0, Mtb BioA inh 1.8 and Mtb UGM inh 1.0.
CCOC(=O)N1C=CC=C[C@@H]2[C@@H](N3C(=O)c4ccccc4C3=O)C(=O)N21 was read as MazEF act 7, BoNT F protease -13, Mtb FBA inh 3, FadD28 binding -0.7, PrPC surface inh -8, Rv3671c inh -1, GDH-TPI counter 3 and Mtb UGM inh 1.1.
For CCCOC(=O)c1ccccc1C(=O)OCCC the results were MazEF act 6, BoNT F protease -25, Mtb FBA inh -1, FadD28 binding 0.0, PrPC surface inh -1, Rv3671c inh 1, GDH-TPI counter 3, Mtb BioA inh -0.1 and Mtb UGM inh 1.3.
For CCc1cc(C(c2ccccn2)N2CCN(C)CC2)c(NC(=O)c2ccccc2)s1 (stereo unspecified) the results were MazEF act 0, BoNT F protease 3, Mtb FBA inh 6, FadD28 binding 2.6, PrPC surface inh -9, Rv3671c inh -5, GDH-TPI counter 5 and Mtb UGM inh -2.6.
For CC(=O)c1ccc(NC(=O)C2(S(=O)(=O)c3ccccc3)CC2)cc1 the results were MazEF act -3, BoNT F protease 0, Mtb FBA inh 3, FadD28 binding 1.4, PrPC surface inh 5, Rv3671c inh -7, GDH-TPI counter -3 and Mtb UGM inh -0.9.
`O=C(c1ccccc1)c1ccc(NCCCn2ccnc2)c([N+](=O)[O-])c1` gave MazEF act 4, BoNT F protease -2, Mtb FBA inh 0, FadD28 binding -4.4, PrPC surface inh -32, Rv3671c inh 4, GDH-TPI counter 17, Mtb BioA inh 13 and Mtb UGM inh 0.6.
Screening O=C(NCc1cccc(C(F)(F)F)c1)c1cccc(S(=O)(=O)NCc2ccccc2)c1 returned MazEF act -4, BoNT F protease 0, Mtb FBA inh -1, FadD28 binding -1.7, PrPC surface inh 10, Rv3671c inh -14, GDH-TPI counter 9, Mtb BioA inh -4.1 and Mtb UGM inh 2.4.
For O=S(=O)(F)c1ccc2nc(-c3cccc(Sc4ccccc4)c3)cc(Cl)c2c1 the results were MazEF act -9, BoNT F protease inconclusive, Mtb FBA inh -3, FadD28 binding -0.9, PrPC surface inh 14, Rv3671c inh -3, GDH-TPI counter -11 and Mtb UGM inh 0.8.
For O=S(=O)(c1ccc(NC(=S)N2CCN(c3ccccc3F)CC2)cc1)N1CCOCC1 the results were MazEF act 5, BoNT F protease -11, Mtb FBA inh 2, FadD28 binding -1.3, PrPC surface inh 4, Rv3671c inh 10, GDH-TPI counter 4 and Mtb UGM inh 1.5.
COC(=O)C1=C(N)c2c(F)cccc2C1(C#N)c1ccc(F)cc1 (stereo unspecified) was read as MazEF act -11, BoNT F protease 4, Mtb FBA inh 7, FadD28 binding -4.6, PrPC surface inh 5, Rv3671c inh 8, GDH-TPI counter 9, Mtb BioA inh 0.1 and Mtb UGM inh -3.5.
`Cc1ccc2nc(SCC(=O)Nc3cccnc3Cl)[nH]c2c1` gave MazEF act 0, BoNT F protease 2, Mtb FBA inh -2, FadD28 binding -2.9, PrPC surface inh 0, Rv3671c inh -5, GDH-TPI counter -10, Mtb BioA inh 5.8 and Mtb UGM inh 2.0.
CCOc1ccc(NC(=O)CN(C)CC(=O)Nc2ccccc2C#N)cc1OCC was read as MazEF act 1, BoNT F protease -16, Mtb FBA inh 3, FadD28 binding -0.6, PrPC surface inh 0, Rv3671c inh 4, GDH-TPI counter 9, Mtb BioA inh 0.6 and Mtb UGM inh -0.1.
Cc1ccc(N2CCN(c3ccc(C)cc3)C(CC(=O)O)C2=O)cc1 (stereo unspecified) was read as MazEF act 2, BoNT F protease -3, Mtb FBA inh 2, FadD28 binding -0.1, PrPC surface inh -1, Rv3671c inh 1, GDH-TPI counter 0, Mtb BioA inh -0.2 and Mtb UGM inh -3.9.
`CCCn1c(CC)nc([N+](=O)[O-])c1Sc1ccc(C)cc1` gave MazEF act 6, BoNT F protease 5, Mtb FBA inh 0, FadD28 binding -3.4, PrPC surface inh 11, Rv3671c inh -9, GDH-TPI counter -1, Mtb BioA inh -1.1 and Mtb UGM inh -0.4.
For CSc1nc(O)c(C(c2ccccc2Cl)c2c(O)nc(SC)[nH]c2=O)c(=O)[nH]1 the results were MazEF act 4, BoNT F protease 8, Mtb FBA inh 9, FadD28 binding -0.4, PrPC surface inh -8, Rv3671c inh 2, GDH-TPI counter 3 and Mtb UGM inh 0.5.
For C=CCn1cc(C(=O)NCc2ccc(Cl)cc2)c(=O)c2cc(S(=O)(=O)N(CC)CC)ccc21 the results were MazEF act -10, BoNT F protease -5, Mtb FBA inh 3, FadD28 binding -0.8, PrPC surface inh 5, Rv3671c inh -47, GDH-TPI counter 12 and Mtb BioA inh -1.3.
Screening C#CCN(C[C@H]1[C@H](OC(=O)NCc2ccccc2)[C@H](OC(=O)NCc2ccccc2)C[C@H]2C(=O)N(c3ccccc3)C(=O)[C@@H]12)S(=O)(=O)c1ccc(C)cc1 returned MazEF act 7, BoNT F protease -2, Mtb FBA inh 5, FadD28 binding 0.2, PrPC surface inh 5, GDH-TPI counter 11 and Mtb BioA inh -0.5.
Cc1cccc(Oc2ncnc3onc(C)c23)c1C was read as MazEF act 7, BoNT F protease -28, Mtb FBA inh 3, FadD28 binding -1.2, PrPC surface inh 4, Rv3671c inh -1, GDH-TPI counter 10, Mtb BioA inh -0.5 and Mtb UGM inh -1.5.
`CC1=C(C(=O)c2ccccc2)C(c2ccc(N3CCOCC3)cc2)NC(=O)N1` (stereo unspecified) gave MazEF act 9, BoNT F protease -5, Mtb FBA inh -1, FadD28 binding -1.2, PrPC surface inh 8, Rv3671c inh 1, GDH-TPI counter 11, Mtb BioA inh -1.8 and Mtb UGM inh -1.6.
`O=c1nc2ccccc2c(NS(=O)(=O)c2ccccc2)n1-c1ccccc1` gave MazEF act -11, BoNT F protease -3, Mtb FBA inh 5, FadD28 binding -1.0, PrPC surface inh -1, Rv3671c inh -1, GDH-TPI counter 2, Mtb BioA inh -1.6 and Mtb UGM inh -0.6.
O=C(CN1C(=O)/C(=C\C=C\c2ccccc2)SC1=S)Nc1ccc(F)cc1 was read as MazEF act 49, BoNT F protease 18, Mtb FBA inh -4, FadD28 binding 1.7, PrPC surface inh 1, Rv3671c inh -44, GDH-TPI counter 14 and Mtb UGM inh 1.7.
Screening C=CCN1C(=O)C(CC(=O)Nc2ccc(OCC)cc2)N(Cc2ccccn2)C1=S (stereo unspecified) returned MazEF act -14, Mtb FBA inh 10, FadD28 binding 2.8, PrPC surface inh -3, Rv3671c inh 5, GDH-TPI counter 19 and Mtb UGM inh -3.3.
`COc1ccc(CCN2CC(C(=O)OCC(=O)NCc3ccccc3Cl)CC2=O)cc1OC` (stereo unspecified) gave MazEF act 1, BoNT F protease -5, Mtb FBA inh 0, FadD28 binding -1.5, PrPC surface inh -1, GDH-TPI counter 7 and Mtb BioA inh -0.3.
Screening O=C(Cn1nc2sc3ccccc3n2c(=O)c1=O)c1cccs1 returned MazEF act -1, BoNT F protease 2, Mtb FBA inh 0, FadD28 binding 0.5, PrPC surface inh 4, Rv3671c inh -1, GDH-TPI counter -1, Mtb BioA inh -2.0 and Mtb UGM inh 5.2.

Looked up by structure from the list above:
For CC(=O)c1ccc(NC(=O)C2(S(=O)(=O)c3ccccc3)CC2)cc1 the results were MazEF act -3, BoNT F protease 0, Mtb FBA inh 3, FadD28 binding 1.4, PrPC surface inh 5, Rv3671c inh -7, GDH-TPI counter -3 and Mtb UGM inh -0.9.
CCOC(=O)N1C=CC=C[C@@H]2[C@@H](N3C(=O)c4ccccc4C3=O)C(=O)N21 was read as MazEF act 7, BoNT F protease -13, Mtb FBA inh 3, FadD28 binding -0.7, PrPC surface inh -8, Rv3671c inh -1, GDH-TPI counter 3 and Mtb UGM inh 1.1.
Screening O=C(Cn1nc2sc3ccccc3n2c(=O)c1=O)c1cccs1 returned MazEF act -1, BoNT F protease 2, Mtb FBA inh 0, FadD28 binding 0.5, PrPC surface inh 4, Rv3671c inh -1, GDH-TPI counter -1, Mtb BioA inh -2.0 and Mtb UGM inh 5.2.

Carrying on.
C/C(=C/CCC(C)[C@H]1CC[C@@]2(C)C3=C(CC[C@]12C)[C@@]1(C)CCC(=O)C(C)(C)[C@@H]1CC3)C(=O)O (stereo partly specified) was read as MazEF act -10, BoNT F protease -9, Mtb FBA inh 0, FadD28 binding -0.8, PrPC surface inh -2, Rv3671c inh -7, GDH-TPI counter 0, Mtb BioA inh 1.0 and Mtb UGM inh 4.2.
`COc1ccc(NC(=O)c2ccc(OCC3CCCO3)cc2)cc1OC` (stereo unspecified) gave MazEF act 6, BoNT F protease -13, Mtb FBA inh -1, FadD28 binding 0.7, PrPC surface inh -1, Rv3671c inh -10, GDH-TPI counter 6, Mtb BioA inh -0.5 and Mtb UGM inh -8.4.
For O=C(CN(CCc1ccccc1)C(=O)CNS(=O)(=O)c1ccc(F)cc1)NCC1CCCO1 (stereo unspecified) the results were MazEF act 1, BoNT F protease -5, Mtb FBA inh 1, FadD28 binding -1.0, PrPC surface inh -2, Rv3671c inh 5, GDH-TPI counter -7, Mtb BioA inh -1.5 and Mtb UGM inh 1.8.
`COc1ccc(N2Cc3ccccc3C2=NC(=O)c2cncc(Br)c2)cc1` gave MazEF act 3, BoNT F protease -9, Mtb FBA inh -1, FadD28 binding 1.5, PrPC surface inh -1, Rv3671c inh 5, GDH-TPI counter 5 and Mtb UGM inh -0.6.
`COc1ccc(C2C(C#N)=C(N)Oc3cc(O)ccc32)cc1C` (stereo unspecified) gave MazEF act 14, BoNT F protease inconclusive, Mtb FBA inh 8, FadD28 binding -0.9, PrPC surface inh 3, Rv3671c inh 7, GDH-TPI counter 24, Mtb BioA inh 1.6 and Mtb UGM inh 0.8.
Cc1ccc(CNC(=O)c2cnccn2)cc1 was read as MazEF act 3, BoNT F protease 7, Mtb FBA inh 4, FadD28 binding -2.5, PrPC surface inh -7, Rv3671c inh -8, GDH-TPI counter 3 and Mtb UGM inh 3.8.
`CCCC(=O)Nc1c(-c2ccccc2OC)c(=O)c2ccccc2n1C` gave MazEF act -6, BoNT F protease 1, Mtb FBA inh 6, FadD28 binding -2.6, PrPC surface inh -5, Rv3671c inh 5, GDH-TPI counter -1, Mtb BioA inh -1.0 and Mtb UGM inh -0.2.
